CFTR F508del cor – CFTR F508del correction in bronchial cells; CFBE cells, YFP halide quenching; stimulated with forskolin plus potentiator P3; % fluorescence drop versus neutral controls; activity (quench increase), % at 7.58 µM; actives 0.36% (n = 350,000);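 active = mean added fluorescence quench of at least 8% versus neutral control, with both replicates also reaching 8%; inconclusive = only one of the mean or replicate conditions met; inactive = mean below 8% and not both replicates reaching 8%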;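 note: cells transiently co-express mutant CFTR-F508del with the halide-sensitive YFP; corrector assay measuring rescue of mutant channel to the surface after 24 h compound exposure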
INS-1E GSIS act – GLuc luminescence reporter in INS-1E cells, primary screen for activators of glucose-dependent secretion of insulin; INS-1E GLuc reporter insulin secretion, 2-3 h; activation, % at 16.6 µM; actives 0.61% (n = 370,000); AID 743287;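 active = lowest replicate activation of at least 40%, so every replicate reaches that level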;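 note: 0% = median of neutral control wells and 100% = median of IBMX positive control wells; some compounds called inactive have numbers as strong as hits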
DENV2 CPE rescue – protects cells from dengue virus 2 cytopathic effect | AID 651640 | CPE inhibition, % at 9.99 µM | DENV2-infected cells, cytopathic effect rescue, plate reader | actives 1.7% (n = 350,000); in the data active = CPE inhibition above about 20%, passing the limit was not always enough; inconclusive = no clear call, values can overlap the other calls; tested in BHK-21 cells;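 note: 0% = median of neutral control wells and 100% = median of positive control wells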
ARNT TACC3 PPI – disruptors of human ARNT/TACC3 interaction | AlphaScreen His-ARNT PAS-B/GST-TACC3 binding, luminescence; TACC3 fragment carries E629A point mutation | inhibition, % at 9.99 µM | actives 0.66% (n = 390,000) | AID 623870;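 active = mean inhibition of replicates at least 50% and at least half of replicates each reaching 50%; inconclusive = half or more replicates reach 50% but mean below 50%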;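 note: 0% = complete ARNT plus TACC3 wells and 100% = ARNT alone without TACC3; many hits fall short of the cut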
EWS-Fli inh – inhibitors of EWS/Fli oncoprotein transcriptional activity | inhibition, % at 12.6 µM | A673 NR0B1-luciferase reporter, viability-normalised | actives 0.67% (n = 350,000);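 active = mean inhibition of at least 50% after viability correction, with every replicate also passing that limit; inconclusive = mean reaches 50% but only one of two replicates passes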;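 note: firefly luciferase signal divided by Alamar Blue viability fluorescence both relative to DMSO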
Xi reactivation – activators of X-chromosome reactivation in mouse fibroblasts | activation, % at 7.58 µM | AID 743238 | actives 0.055% (n = 360,000) | XiGFP mouse fibroblasts, % GFP-positive cells imaging, 3 d; cells co-treated with 5-aza-dC sensitizer; scaled so ellipticine positive control = 100%;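 active = mean normalized replicate activation at least 10% and every replicate at or above 10%; inconclusive = only one of the two criteria met; inactive = mean below 10% and not all replicates reach 10%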;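 note: 0% = median of on-plate neutral control wells and 100% = ellipticine 6 µM median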
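assay system = SV40-immortalized XiGFP fibroblast cells, line 68-5-11 | buffer or medium = DMEM plus 5-aza-dC sensitizer | doses = single-point pinned compound dosing | times = 3-day compound exposure, then 15 min fixation at room temperature | benchmarks = positive control ellipticine, 6 µM final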
ERp5 inh – ERp5 (human) disulfide isomerase inhibition | Q15084 | ERp5 insulin aggregation, absorbance 650 nm, 90 min | inhibition, % at 9.99 µM | actives 0.05% (n = 350,000);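 active = mean replicate inhibition above about 25%, with every replicate also reaching it, limit read from the data, passing the limit was not always enough; inconclusive = only one of those two criteria met; inactive = neither criterion met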
Target sequence (Q15084 whole entry, looked up): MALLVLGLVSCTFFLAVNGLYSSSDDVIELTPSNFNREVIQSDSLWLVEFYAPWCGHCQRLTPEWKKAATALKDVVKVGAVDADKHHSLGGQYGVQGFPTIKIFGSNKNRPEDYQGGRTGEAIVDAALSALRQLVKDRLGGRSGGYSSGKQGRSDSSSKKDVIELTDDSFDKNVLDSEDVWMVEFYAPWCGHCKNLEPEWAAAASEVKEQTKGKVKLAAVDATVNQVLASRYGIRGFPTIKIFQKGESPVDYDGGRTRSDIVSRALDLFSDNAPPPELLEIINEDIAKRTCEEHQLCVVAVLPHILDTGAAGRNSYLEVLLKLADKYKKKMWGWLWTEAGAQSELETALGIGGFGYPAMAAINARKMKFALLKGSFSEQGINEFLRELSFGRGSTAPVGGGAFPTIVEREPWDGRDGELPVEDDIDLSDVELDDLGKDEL
PAX8 reporter – PAX8 transcriptional activity inhibition; inhibition, % at 12.6 µM; RMG-I TPO-luciferase reporter, SteadyGlo, 24 h; actives 1.2% (n = 360,000);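 active = mean replicate inhibition at least 60% with every replicate also reaching 60%; inconclusive = only one of the two criteria is met; inactive = mean below 60% and not all replicates reaching 60%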;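 note: luciferase light reporting Pax8 driven TPO promoter activity; plate controls were median of neutral control wells for no effect and mitoxantrone controls for full effect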
* = called active by the depositor; ? = inconclusive; · = no result given.

No.	Structure	CFTR F508del cor	INS-1E GSIS act	DENV2 CPE rescue	ARNT TACC3 PPI	EWS-Fli inh	Xi reactivation	ERp5 inh	PAX8 reporter
1	C[C@H]1CCCCO[C@H](CN(C)S(=O)(=O)c2ccc(F)cc2)[C@@H](C)CN([C@@H](C)CO)C(=O)c2cc(NC(=O)Nc3ccc(C(F)(F)F)cc3)ccc2O1	4.2	16.6	7.8	37.4	-22.8	-0.1	-4.5	58.6
2	Cc1cccc(S(=O)(=O)N2C[C@@H]3[C@H](c4ccccc42)[C@H](CO)N3Cc2cccnc2)c1	5.3	19.7	-8.4	2.2	-5.0	0.2	-0.6	17.1
3	CC(=O)Nc1ccc(S(=O)(=O)N2CCC(C(=O)N[C@@H](Cc3ccccc3)C(=O)O)CC2)cc1	1.6	0.2	4.1	1.3	-4.5	0.0	0.9	-8.9
4	COC(=O)C1=C(C)N(C)C(=S)NC1c1c(OC)ccc2ccccc12 (stereo not drawn)	1.8	-2.3	7.6	5.5	0.4	0.5	1.8	10.5
5	O=C(CN(c1ccc(Cl)cc1)S(=O)(=O)c1ccc(Cl)c([N+](=O)[O-])c1)NCCc1ccc(F)cc1	·	5.2	·	-7.3	·	0.2	·	11.1
6	COc1ccc(CN(C)C[C@@H]2Oc3c(NS(=O)(=O)c4ccccc4)cccc3C(=O)N([C@@H](C)CO)C[C@@H]2C)cc1	1.9	4.6	19.4	-8.4	-0.8	-0.5	-9.9	·
7	C/C=C/c1cnc2c(c1)C(=O)N([C@@H](C)CO)C[C@H](C)[C@@H](CN(C)Cc1cncnc1)O2	-0.1	-5.2	-8.9	-6.5	-6.2	0.1	7.2	·
8	O=C(OCc1ccccc1)C1=NNC2C(=O)N(c3ccccc3)C(=O)C12 (stereo not drawn)	·	-14.3	·	-0.1	·	0.1	·	-4.7
9	COc1ccc(C2C(C#N)=C(N)N(N(C)C)C3=C2C(=O)CCC3)cc1 (stereo not drawn)	-1.7	33.7	2.6	-3.7	15.0	0.0	0.5	-1.3
10	Cc1cccc(C(O)c2ncc(-c3ccccc3)[nH]2)c1C (stereo not drawn)	0.7	4.2	-4.3	·	1.3	-0.1	-1.2	-3.3
11	Cc1noc(C)c1S(=O)(=O)Nc1ccc2c(c1)C(=O)N([C@@H](C)CO)C[C@@H](C)[C@H](CN(C)S(=O)(=O)c1ccc(Cl)cc1)OCCCC[C@@H](C)O2	0.2	8.5	-1.8	-2.6	11.9	0.1	-0.9	36.0
12	Cc1ccc(C2=NN(Cc3nnc(-c4ccccc4)o3)C(=O)SC2)cc1	·	8.4	·	5.4	·	-0.1	·	3.2
13	COc1ccc(-c2ccc([C@@H]3[C@H]4CN(C(=O)c5ccccn5)CC(=O)N4[C@H]3CO)cc2)cc1	3.6	4.6	-3.6	·	-1.1	0.0	0.8	10.8
14	O=C(O)/C=C\C(=O)Nc1cc(O)ccc1[N+](=O)[O-]	1.2	-7.0	5.3	2.4	-4.4	0.0	7.8	1.8
15	Cc1ccc(S(=O)(=O)NCC(=O)N(CC(=O)NCc2ccco2)Cc2ccc(F)cc2)cc1	-0.2	3.9	-0.4	-10.7	-11.8	0.5	-5.4	14.6
16	CCCNC(=O)N1CC2(C1)[C@H](c1ccccc1)[C@@H](CO)N2Cc1ccccc1	-3.1	-0.5	-5.2	·	-6.0	0.3	3.4	·
17	C=C1C[C@H](O)[C@@H]2[C@H](OC(=O)[C@H]2C)[C@H]2[C@H](C)[C@@H](O)C[C@@H]12	-4.2	·	-12.6	-2.0	-7.8	0.0	4.2	-10.7
18	COc1ccc(C(=O)NC2CCN(S(=O)(=O)c3ccc(C)cc3)CC2)cc1	1.6	25.9	-2.4	-3.0	4.2	0.0	-2.4	2.8
19	CSc1ccccc1C(=O)NC1CCCc2ccccc21 (stereo not drawn)	1.3	-5.0	-0.1	·	-2.4	0.5	2.8	-7.6
20	Cc1cc(SCc2ccc(Cl)cc2Cl)nc(=O)[nH]1	-3.5	5.8	-5.8	-0.2	·	0.0	2.1	28.3
21	COc1ccc(C(=O)N/N=C(\C)CC(=O)Nc2ccc3c(c2)OCCO3)c(OC)c1	-0.8	14.4	-6.9	3.2	-6.4	0.0	1.5	-11.3
22	COc1cccc(C(=O)Nc2ccc(C(=O)c3ccccc3)cc2)c1	-5.2	-19.1	1.1	-3.4	-28.1	0.0	1.4	-23.8
23	CC(=O)OC(C)CS(=O)(=O)c1ccccc1 (stereo not drawn)	-1.2	-5.0	-1.3	·	-1.3	0.3	4.3	7.1
24	COc1ccccc1Nc1nc(N)nc(CSC(=S)N2CC(C)CC(C)C2)n1 (stereo not drawn)	·	-18.6	·	-9.7	·	0.0	·	-3.6
25	CCc1cc(C(=O)N2CCCC(C(=O)c3cccc4ccccc34)C2)n(C)n1 (stereo not drawn)	-3.7	-13.4	9.5	3.9	13.8	0.6	0.0	18.3

Five compounds picked at random from those above, as already listed:
No.	Structure	CFTR F508del cor	INS-1E GSIS act	DENV2 CPE rescue	ARNT TACC3 PPI	EWS-Fli inh	Xi reactivation	ERp5 inh	PAX8 reporter
6	COc1ccc(CN(C)C[C@@H]2Oc3c(NS(=O)(=O)c4ccccc4)cccc3C(=O)N([C@@H](C)CO)C[C@@H]2C)cc1	1.9	4.6	19.4	-8.4	-0.8	-0.5	-9.9	·
1	C[C@H]1CCCCO[C@H](CN(C)S(=O)(=O)c2ccc(F)cc2)[C@@H](C)CN([C@@H](C)CO)C(=O)c2cc(NC(=O)Nc3ccc(C(F)(F)F)cc3)ccc2O1	4.2	16.6	7.8	37.4	-22.8	-0.1	-4.5	58.6
24	COc1ccccc1Nc1nc(N)nc(CSC(=S)N2CC(C)CC(C)C2)n1 (stereo not drawn)	·	-18.6	·	-9.7	·	0.0	·	-3.6
8	O=C(OCc1ccccc1)C1=NNC2C(=O)N(c3ccccc3)C(=O)C12 (stereo not drawn)	·	-14.3	·	-0.1	·	0.1	·	-4.7
10	Cc1cccc(C(O)c2ncc(-c3ccccc3)[nH]2)c1C (stereo not drawn)	0.7	4.2	-4.3	·	1.3	-0.1	-1.2	-3.3

(cont.)
No.	Structure	CFTR F508del cor	INS-1E GSIS act	DENV2 CPE rescue	ARNT TACC3 PPI	EWS-Fli inh	Xi reactivation	ERp5 inh	PAX8 reporter
26	COc1ccc(S(=O)(=O)N2CCCN(CC(=O)Nc3ccccc3F)CC2)cc1	0.4	-32.5	-0.6	-2.2	17.2	0.0	-0.2	-3.0
27	O=C(NC1CCCCC1)N1CC2(C1)[C@H](c1ccccc1)[C@@H](CO)N2CC1CCOCC1	-1.8	0.2	-1.2	·	-8.3	0.2	0.0	·
28	Fc1ccccc1COc1ccc(-c2nnn(Cc3ccccc3F)n2)cc1	-4.0	·	3.5	-1.5	-11.8	0.0	2.1	-56.1
29	COCC(=O)Nc1ccc2c(c1)C(=O)N(C)[C@H]1CC[C@@H](CC(=O)OC)O[C@H]1CO2	-0.2	2.3	0.2	4.3	6.8	0.0	·	21.9
30	Cc1noc(C)c1NC(=O)N(C)C[C@H]1Oc2c(NC(=O)c3ccc(-c4nccs4)cc3)cccc2C(=O)N([C@H](C)CO)C[C@H]1C	-0.7	14.7	8.6	7.6	-4.1	-0.8	-4.4	·
31	CCOc1ccc(S(=O)(=O)NCc2ccc3c(c2)OCO3)cc1C	2.5	1.4	-1.1	-6.0	2.4	0.0	-0.7	4.7
32	COc1cc(C2c3c(c(C)c(C)oc3=O)Oc3c(C)c(C)oc(=O)c32)ccc1OS(=O)(=O)c1ccc(C)cc1	-0.8	-2.4	·	4.2	4.2	0.0	2.5	23.7
33	COCC(=O)N(C)C[C@@H]1Oc2cc(C#CC3CCCC3)ccc2S(=O)(=O)N([C@H](C)CO)C[C@@H]1C	-0.3	-11.5	·	·	-9.5	-0.3	·	·
34	CC(NS(=O)(=O)c1ccc(OCC(=O)N2CCCC2)cc1)c1ccccc1 (stereo not drawn)	-2.3	-5.6	5.1	-7.1	-0.7	0.3	-2.5	5.1
35	CC(=O)c1cccc(NC(=O)C2C3CCC(C3)C2C(=O)O)c1 (stereo not drawn)	1.9	·	-2.7	-5.7	-6.9	0.1	4.9	-10.4
36	COCC(=O)N1CC(=O)N2[C@H](CO)[C@@H](c3ccc(C#CC4CC4)cc3)[C@@H]2C1	5.0	8.8	-1.2	·	-6.8	0.0	-1.8	-6.7
37	O=C(C[C@@H]1CC[C@@H]2[C@H](COC[C@H](O)CN2S(=O)(=O)c2ccc(F)cc2)O1)NCC1CC1	0.5	3.0	-4.5	6.0	5.9	0.1	0.3	14.1
38	COc1cc(OC)cc(C(=O)N[C@H](C(=O)OCC(=O)Nc2cccnc2Cl)C(C)C)c1	-2.8	8.1	-1.2	1.5	0.1	-0.1	-3.9	-5.9
39	COc1ccc(-n2ccnc2SCC(=O)NO)cc1	-1.2	5.2	-1.0	-25.1	4.1	-0.2	0.7	-3.6
40	Cc1nc2sc(C(=O)c3ccccc3)c(N)c2c(C)c1C	-0.7	-4.7	7.9	-6.2	-34.7	0.2	1.3	-12.0
41	O=C(CCS(=O)(=O)c1ccc(Br)cc1)NCCc1ccc(Cl)cc1	-1.2	-0.3	-0.3	-7.0	3.0	0.1	-1.1	8.3
42	C[C@@H]1CN([C@H](C)CO)C(=O)c2cc(NC(=O)Nc3ccc(C(F)(F)F)cc3)ccc2O[C@H]1CN(C)C(=O)Nc1ccccc1	3.2	-0.8	-6.5	0.5	-3.6	-1.2	-1.6	-1.7
43	CCC(C)n1c(=N)c(C#N)cc2c(=O)n3cc(C)ccc3nc21 (stereo not drawn)	-0.8	12.0	?	3.6	0.4	0.3	-5.7	9.5
44	CC(C)N(Cc1ccccc1)C(=S)NCCN1CCOCC1	2.6	2.1	-3.5	-19.3	-1.1	0.0	3.2	-5.4
45	COc1cc(F)ccc1-c1csc(C(O)(c2ccccc2)C(F)(F)F)n1 (stereo not drawn)	1.4	-0.5	-3.8	·	5.2	-0.1	0.9	-3.9
46	CCOC(=O)c1ccc(NC(=O)CSCC(=O)OCC(=O)c2ccccc2)cc1	0.5	-24.4	-8.2	0.2	3.8	0.0	1.0	-4.6
47	CCOc1ccccc1N(CC(=O)NCCc1ccc(OC)c(OC)c1)S(=O)(=O)c1ccccc1	0.8	2.6	-4.8	0.5	-1.8	0.0	-4.6	1.3
48	C[C@H]1CN([C@@H](C)CO)C(=O)Cc2cc(N(C)C)ccc2O[C@H]1CN(C)CC1CC1	-1.3	11.0	-0.6	-9.5	6.2	-0.1	-1.5	-3.5
49	C/C(CC(=O)Nc1cc(Cl)ccc1Cl)=N\NC(=O)COc1cccc(C)c1	1.5	-0.7	0.6	-16.6	8.4	0.1	-8.6	-2.0
50	O=C(CCl)Nc1cccc(S(=O)(=O)NC2=NCCC2)c1	-6.2	10.0	-0.3	-9.2	29.8	·	-2.7	3.9
51	CCOCCCn1c(SCc2nc3sc(C(=O)O)c(C)c3c(=O)[nH]2)nnc1-c1ccc(Cl)cc1	3.7	-3.3	-0.3	3.2	-0.9	0.2	-5.6	3.5
52	COc1cccc2c1OC1(CCN(C(C)C)CC1)N1N=C(c3cccnc3)CC21 (stereo not drawn)	5.8	-15.5	0.3	0.5	-0.1	0.3	3.2	-46.3
53	C[C@@H]1CN([C@H](C)CO)C(=O)c2cc(-c3ccncc3)cnc2O[C@H]1CN(C)C	0.5	5.7	-9.1	5.6	-15.8	0.5	2.3	·
54	O=C(CSc1nnnn1C1CCCC1)NCc1cccs1	4.3	-7.4	-0.4	3.5	2.3	0.1	0.4	-10.7

Assay outcomes: PubChem BioAssay, Broad Institute
